VLA-4 inh – inhibition in a human VLA-4 binding assay. P13612. VLA-4 expressing cells, ligand binding flow cytometry. inhibition, % (about 7 µM as worked out from the volumes in the protocol). 0.2% of 330,000 active. AID 2557; in the data active = inhibition above about 50%
MEP2 TOR yeast – modulators of TOR pathway MEP2-GFP in S. cerevisiae. S. cerevisiae MEP2-GFP strain, flow cytometry GFP, 3 h; 100% = DMSO control level. GFP response vs DMSO, % at 10 µM. 0.51% of 330,000 active. AID 2016;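 active = GFP response versus DMSO above a set limit, roughly screen mean plus 3 SD, cut at about 180% in these data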;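 note: median GFP fluorescence of the barcode-gated MEP2-GFP cells per well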
JMJD2C inh – blocks human GASC-1 demethylase activity; 0.069% of 330,000 active; GST-JMJD2C(1-420) H3K9me3 demethylation, DELFIA europium; inhibition, % at 2.35 µM; Q9H3R0; AID 2099;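 active = more than half of a compound's replicate wells show inhibition beyond 50%, single wells judged on their own value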;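 note: signal counts dimethyl H3K9 product captured on neutravidin plate; 0% = median of DMSO wells and 100% = 0.3 times that DMSO median; strong numbers were not always called active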
Target sequence (Q9H3R0 1-420 limits assumed): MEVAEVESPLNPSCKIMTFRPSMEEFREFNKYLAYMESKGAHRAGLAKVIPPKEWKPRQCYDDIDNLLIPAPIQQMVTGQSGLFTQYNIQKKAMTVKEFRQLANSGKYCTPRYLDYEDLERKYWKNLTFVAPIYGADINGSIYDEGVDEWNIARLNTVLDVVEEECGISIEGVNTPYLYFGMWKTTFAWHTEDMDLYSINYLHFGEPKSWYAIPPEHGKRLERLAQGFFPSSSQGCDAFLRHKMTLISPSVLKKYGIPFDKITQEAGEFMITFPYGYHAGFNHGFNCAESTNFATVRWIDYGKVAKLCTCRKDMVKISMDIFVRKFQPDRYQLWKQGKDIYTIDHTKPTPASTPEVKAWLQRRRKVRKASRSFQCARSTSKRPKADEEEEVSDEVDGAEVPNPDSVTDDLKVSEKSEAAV
RPL19A TOR yeast – modulators of TOR pathway RPL19A-GFP in S. cerevisiae. percent response vs DMSO, % at 10 µM. S. cerevisiae RPL19A-GFP strain, flow cytometry, 3 h; hits give low values. 0.3% of 330,000 active;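 active = percent response vs DMSO below 50%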;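 note: median channel GFP fluorescence of the barcoded RPL19A-GFP strain; ratio of sample median GFP to plate DMSO average so 100% = DMSO; lower means less RPL19A-GFP as with rapamycin TOR inhibition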
AGP1 TOR yeast – alters AGP1-GFP fluorescence in TOR pathway yeast screen; 0.02% of 320,000 active; AID 2066; GFP response vs DMSO, % at 10 µM; S. cerevisiae AGP1-GFP multiplex flow cytometry, 3 h; GFP as percent of DMSO wells;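 active = GFP response relative to DMSO above a set limit, near screen average plus 3 SD, cut at about 150% in these data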;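 note: median GFP channel fluorescence of the gated AGP1 strain per well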
CIT2 TOR yeast – yeast TOR pathway CIT2-GFP modulation; S. cerevisiae CIT2-GFP strain, flow cytometry, 3 h; 100 means same as DMSO wells; GFP response vs DMSO, % at 10 µM; 0.065% of 320,000 active;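 active = GFP response relative to DMSO above a set limit, near the screen mean plus 3 SD, cut at about 150% in these data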;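 note: ratio of well median GFP fluorescence to mean of DMSO wells on the plate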
GRK2 inh – human GRK2 inhibition via aptamer displacement; P25098; bead flow cytometry, FAM-aptamer displacement from GRK2; inhibition of aptamer binding, % at 10 µM; 0.59% of 330,000 active; AID 488847;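 active = inhibition of aptamer binding above 40%, roughly 3 SD of noise, on plates passing a quality check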;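 note: median bead fluorescence of bound FAM aptamer so fluorescent compounds give negative values; no value below 0 was filed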
Target sequence (P25098 whole entry, looked up): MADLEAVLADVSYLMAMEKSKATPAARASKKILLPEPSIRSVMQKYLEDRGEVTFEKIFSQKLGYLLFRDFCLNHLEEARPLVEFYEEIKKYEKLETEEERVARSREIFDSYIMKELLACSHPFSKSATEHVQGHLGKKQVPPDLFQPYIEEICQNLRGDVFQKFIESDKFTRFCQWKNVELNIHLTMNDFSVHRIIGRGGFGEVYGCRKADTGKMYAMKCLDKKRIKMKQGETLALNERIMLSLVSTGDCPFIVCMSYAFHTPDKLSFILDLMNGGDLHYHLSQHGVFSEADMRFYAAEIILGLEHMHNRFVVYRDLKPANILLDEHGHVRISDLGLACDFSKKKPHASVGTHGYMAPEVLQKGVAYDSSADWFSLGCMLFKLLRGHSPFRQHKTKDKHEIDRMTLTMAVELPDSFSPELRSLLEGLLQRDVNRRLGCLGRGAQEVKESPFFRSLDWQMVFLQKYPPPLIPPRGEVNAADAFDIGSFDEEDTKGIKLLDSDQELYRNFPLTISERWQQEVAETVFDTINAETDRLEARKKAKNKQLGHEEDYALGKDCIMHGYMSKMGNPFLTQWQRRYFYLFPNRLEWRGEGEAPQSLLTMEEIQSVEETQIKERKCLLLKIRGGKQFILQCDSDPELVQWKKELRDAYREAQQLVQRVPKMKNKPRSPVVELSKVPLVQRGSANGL
LAP4-GFP MLPCN – modulators of TOR pathway LAP4-GFP in S. cerevisiae. GFP response vs DMSO, % at 10 µM. 0.34% of 320,000 active. S. cerevisiae LAP4-GFP multiplex, flow cytometry GFP, 3 h; median GFP as percent of DMSO wells. AID 2023;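 active = GFP response vs DMSO above a set limit, about the screen mean plus 3 SD, cut at about 150% in these data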
* hit, by the source's call; . = not tested or not shown; & = joins results of further samples.

SMILES	VLA-4 inh	MEP2 TOR yeast	JMJD2C inh	RPL19A TOR yeast	AGP1 TOR yeast	CIT2 TOR yeast	GRK2 inh	LAP4-GFP MLPCN
O=C1c2ccccc2NC(c2ccc(O)cc2)N1c1ccccc1 (stereo unspecified)	3.0	110.9	0.9	102.8	101.2	99.3	1.0	88.4
Cc1ccc(S(=O)(=O)NNC(=O)Nc2cccc(C)c2C)c(C)c1	-3.3	107.6	-3.0	101.0	104.9	104.5	4.0	102.7
CCOC(=O)CN(C(=O)Cn1nnc2ccccc21)C(C(=O)NCCOC)c1ccccc1 (stereo unspecified)	3.4	102.5	7.3	98.9	103.1	103.4	1.0	99.0
Cn1cc(CN2CCCC(C(=O)Nc3ccc(-c4cccc(F)c4)cc3)C2)cn1 (stereo unspecified)	19.4	103.7	-10.7	95.3	91.8	90.8	0.0	89.6
NC(=O)c1ccccc1NS(=O)(=O)Cc1ccccc1	5.3	97.2	14.6	99.4	102.1	92.7	2.0	93.8
Cc1ccc(NC(=O)C2C(C(=O)O)C3C=CC2C32CC2)cc1 (stereo unspecified)	7.2	100.6	2.1	103.2	101.0	103.3	0.0	103.6
CCC(CC)C(=O)Nc1cccc(C(=O)NCCc2ccc(S(N)(=O)=O)cc2)c1	5.6	110.8	6.2	101.7	115.4	109.3	0.0	115.1
CCOc1cc(C(=O)OCC(=O)Nc2cc(C)on2)cc(OCC)c1OCC	-4.9	95.6	4.2	106.8	105.3	108.4	1.0	107.2
Cc1cc(NC(=O)COc2ncnc3sc(C)c(C)c23)no1	9.7	107.8	30.9	105.6	105.7	115.2	0.0	108.2
COc1ccc(C(=O)OC(C)CN2CCOCC2)cc1 (stereo unspecified)	17.7	108.0	-3.8	104.2	105.1	103.3	1.0	106.7
O=C(CCSc1nnc(-c2ccncc2)o1)Nc1ccccc1	3.4	89.6	49.2	96.4	94.1	103.9	1.0	92.2
O=C(O)CCCCCNS(=O)(=O)/C=C/c1ccccc1	5.3	100.1	-14.3	110.3	101.5	103.6	0.0	113.1
CN(CC(=O)NCCc1ccccc1)Cc1ccco1	6.5	100.6	-9.0	105.2	104.8	100.3	1.0	104.8
CCN(CC)CCCNC(=O)c1cn(CC)c2ccc(S(=O)(=O)N(C)C3CCCCC3)cc2c1=O	10.1	101.9	-0.8	100.6	98.9	98.8	0.0	93.8
CN(C)C(CNC(=O)c1cccs1)c1cccnc1 (stereo unspecified)	10.4	102.2	-5.3	98.6	107.1	116.8	2.0	102.6
CCOc1ccc(Cl)cc1/C=C1/C(=O)ON=C1C	4.8	92.4	1.2	111.1	68.3	89.0	1.0	101.7
CCOC(=O)CNC(=O)CSc1nc(C)cc(C)c1C#N	-0.9	91.6	-7.7	94.3	94.2	88.9	3.0	89.2
CC(Nc1nc(N2CCOCC2)nc2ccccc12)c1ccccc1 (stereo unspecified)	6.0	104.5	20.4	99.2	98.1	107.4	1.0	105.4
COc1ccc(C(=O)OC(C)C(=O)NC(C)CCc2ccccc2)cc1[N+](=O)[O-] (stereo unspecified)	6.5	101.6	-14.1	96.6	96.8	97.4	0.0	91.2
COc1cc(Cl)c(C)cc1NC(=O)CSc1nnc(CCC(=O)O)c(=O)[nH]1	14.1	98.9	7.4	92.5	100.1	.	0.0	94.5
Cc1ccc(C(=O)NCC(=O)OC(C)C(=O)Nc2ccc(N(C)C)cc2)s1 (stereo unspecified)	38.6	104.1	-9.2	103.9	107.0	102.3	0.0	107.3
CCOc1ccc(-c2nc(CN3CCCCC3CCn3cccn3)c(C)o2)cc1 (stereo unspecified)	6.7	95.7	0.7	93.2	100.0	95.7	0.0	98.2
COc1ccc(NC(=O)c2ccco2)cc1NC(=O)c1cccnc1	-1.1	103.3	12.7	103.1	105.4	99.3	0.0	103.4
COc1ccc(NC(=O)CC2CCCC2)cc1S(=O)(=O)N1CCCCC1	5.8	101.6	-33.3	105.4	102.2	104.6	0.0	91.7
CCC(C)c1ccc(NC(=O)COC(=O)CCNS(=O)(=O)c2cccs2)cc1 (stereo unspecified)	-0.4	97.8	-5.2	96.9	99.7	92.8	0.0	101.1
O=C(NCCCN1CCOCC1)/C(=C/c1cccs1)NC(=O)c1ccccc1	-12.9	113.9	2.9	96.6	94.7	104.5	5.0	102.0
CCCCc1ccccc1NC(=S)NC1CCCC1	12.2	100.6	2.2	118.4	86.1	78.4	1.0	82.2
CCOP(=O)(OCC)C(Nc1ccccc1)c1ccco1 (stereo unspecified)	-1.6	100.9	7.7	99.9	98.4	100.3	0.0	94.4
c1ccc(-c2nnc3sc(-c4csc5c4CCCC5)nn23)cc1	0.2	115.6	24.4	92.7	97.6	102.3	2.0	138.3
CC(C)(C)C(=O)NC(C(N)=O)=C(Cl)Cl	-4.8	97.2	-3.0	97.1	95.1	100.3	0.0	99.7
COCC(=O)Nc1nnc(Cc2ccc(OC)c(OC)c2)s1	5.1	100.8	4.6	97.3	100.2	93.5	1.0	99.2
CN1CCN(S(=O)(=O)c2ccc(NC(=O)C(C)(C)C)cc2)CC1	.	101.0	13.9	100.1	102.3	97.9	81.0*	101.3
CO/N=C/c1ccc(N2CCN(C(=O)c3cccc(C(F)(F)F)c3)CC2)c([N+](=O)[O-])c1	5.6	89.3	22.8	99.2	94.6	94.5	3.0	102.6
CCc1ccccc1NC(=O)CCc1c(C)nn(-c2ccc(N3CCOCC3)nn2)c1C	10.0	96.3	21.5	97.1	97.9	98.2	6.0	89.7
COc1ccc(C(=O)NC(=S)NC(C)c2ccccc2)cc1 (stereo unspecified)	-3.2	92.1	-6.0	87.8	92.7	84.3	5.0	98.7
CCOC(=O)c1sc(=NC(=O)c2ccc(OC(C)C)cc2)n(C)c1C	16.5	115.7	0.0	104.5	103.1	95.9	0.0	103.8
CC(/C=C\c1cccnc1)=C/C(=O)O	30.8	94.4&101.3	1.9&-2.1	100.0&101.0	96.4&106.0	91.3&105.2	5.0&0.0	94.4&101.6
Cc1cccc(NC(=O)c2cccc(C(F)(F)F)c2)c1	17.3	95.0	-3.3	106.9	97.2	96.1	0.0	99.9
COc1cc(OC)cc(C(=O)N[C@H](C(=O)OCn2nnc3ccccc3c2=O)C(C)C)c1	9.3	100.5	-3.4	106.9	96.1	100.3	1.0	95.3
O=C(CSc1nnnn1C1CC1)N1CCN(c2ccccc2F)CC1	12.4	96.5	.	97.7	108.9	105.9	0.0	102.2
C=CCc1ccc(OCC(O)COCC)c(OC)c1 (stereo unspecified)	16.2	96.9	-2.7	98.5	100.0	102.7	0.0	95.4
CCC(Oc1ccccc1F)C(=O)Nc1ccc2c(c1)n(C)c(=O)n2C (stereo unspecified)	-0.7	102.5	7.7	101.5	108.3	97.1	0.0	96.1
C/C(=C(\C#N)C(=O)NCCN1CCOCC1)N(C)C	10.3	108.8	1.0	101.8	102.9	105.4	1.0	106.1
Cc1cc(NC(=O)c2ccc3[nH]c(C)c(C)c3c2)ccn1	-4.6	101.9	-3.1	102.1	99.5	106.3	1.0	89.8
Cc1ccc(NC(=Nc2ccc(Br)cc2)N2CCOCC2)cc1C	-0.8	104.0	-20.3	99.9	97.0	98.7	0.0	94.2
COc1ccc(C/C(C)=N\NC(=O)c2c[nH]c3ccccc23)cc1OC	-3.7	98.7	-23.3	102.3	111.7	99.8	1.0	118.5
O=C(COc1ccc(Cl)cc1)NCc1nnc(SCC(=O)Nc2ccc(F)cc2F)o1	-472.0	129.7	0.4	107.3	107.7	131.8	3.0	104.2
COc1ccc([C@H]2/C=C\CN(S(=O)(=O)/C=C/c3ccccc3)[C@@H](C)C(=O)N2Cc2ccc(F)cc2)cc1	12.3	92.5	-9.4	102.4	89.0	94.6	4.0	107.4
O=C(NCC(=O)N1CC=C(c2ccccc2)CC1)c1ccc(F)cc1	-5.1	91.2	10.1	95.2	99.1	81.7	1.0	115.5
N#CC(C(N)=O)=C1CCC2(CC1)OCCCCO2	-3.3	88.3	-13.1	97.4	95.2	89.1	2.0	97.6
Cc1ccc(-n2nc3c(=O)n(CC(=O)NCc4ccccc4)nc(C)c3c2C)cc1	3.9	96.7	-4.4	97.0	99.9	106.6	0.0	93.8
Cc1ccc([N+](=O)[O-])cc1NC(=O)CSc1n[nH]c(-c2cccnc2)n1	0.7	106.2	0.7	99.4	102.2	102.0	0.0	97.7
O=S(=O)(NCc1ccccc1)c1ccc(Cl)c(S(=O)(=O)NCc2ccccc2)c1	13.5	106.2	7.3	102.8	101.3	99.7	1.0	90.2
CCC(Sc1nc2n[nH]c(C)c2c(=N)n1-c1cc(Cl)ccc1C)C(=O)N1CCOCC1 (stereo unspecified)	0.6	104.7	-2.9	.	106.2	105.9	0.0	99.1
COc1cc(/C=C2\SC(=S)N(CCC(=O)Nc3ccccc3O)C2=O)cc(OC)c1OC	-7.7	102.8	-8.6	105.8	100.4	107.6	3.0	97.6
Cc1ccc(OCc2cc(C(=O)N(C)CCc3ccccn3)no2)cc1C	1.4	104.3	3.2	97.7	97.9	102.0	0.0	93.4
COc1ccccc1N1CCN(C2CCCN(C(=O)CCc3ccccn3)C2)CC1 (stereo unspecified)	14.8	97.4	1.6	103.6	84.2	105.3	3.0	64.0
CCn1cc(S(=O)(=O)NCc2ccccc2Br)cn1	-2.1	101.1	6.3	103.1	103.8	105.0	1.0	100.1
O=[N+]([O-])c1ccc(-c2ccn[nH]2)o1	13.2	99.1	11.6	97.0	91.3	91.7	2.0	97.5
COc1cccc(CN2CCC(Oc3ccc(C(=O)N4CCCCC4)cc3)CC2)c1O	-15.4	94.5	-5.5	102.9	95.2	90.0	5.0	86.0

Profiles from above. Values in the order: VLA-4 inh	MEP2 TOR yeast	JMJD2C inh	RPL19A TOR yeast	AGP1 TOR yeast	CIT2 TOR yeast	GRK2 inh	LAP4-GFP MLPCN
`CCOc1ccc(-c2nc(CN3CCCCC3CCn3cccn3)c(C)o2)cc1` (stereo unspecified) is entered as 6.7	95.7	0.7	93.2	100.0	95.7	0.0	98.2
`Cc1ccc([N+](=O)[O-])cc1NC(=O)CSc1n[nH]c(-c2cccnc2)n1` is entered as 0.7	106.2	0.7	99.4	102.2	102.0	0.0	97.7
`N#CC(C(N)=O)=C1CCC2(CC1)OCCCCO2` is entered as -3.3	88.3	-13.1	97.4	95.2	89.1	2.0	97.6
`COc1cc(Cl)c(C)cc1NC(=O)CSc1nnc(CCC(=O)O)c(=O)[nH]1` is entered as 14.1	98.9	7.4	92.5	100.1	.	0.0	94.5
`CCC(C)c1ccc(NC(=O)COC(=O)CCNS(=O)(=O)c2cccs2)cc1` (stereo unspecified) is entered as -0.4	97.8	-5.2	96.9	99.7	92.8	0.0	101.1

Other records follow.
SMILES	VLA-4 inh	MEP2 TOR yeast	JMJD2C inh	RPL19A TOR yeast	AGP1 TOR yeast	CIT2 TOR yeast	GRK2 inh	LAP4-GFP MLPCN
CCOC(=O)CNC(=O)c1ccc(OCC(F)(F)F)cc1	3.4	103.0	-2.6	100.3	99.7	104.4	4.0	93.9
O=C(NCCc1nc(-c2ccccc2)no1)c1ccco1	5.9	90.0	-3.3	94.6	78.1	72.4	2.0	99.7
CC(C)NC(=O)Nc1ccc2c(c1)C(=O)N([C@H](C)CO)C[C@H](C)[C@@H](CN(C)S(=O)(=O)c1cn(C)cn1)O2	47.4	99.3	0.3	100.7	97.2	99.8	0.0	96.3
CCc1nc2c(cnn2-c2ccc(Cl)cc2)c(=O)n1-c1ccc2c(c1)OCCO2	7.3	91.9	0.2	97.7	92.9	82.5	3.0	97.3
CCn1cc(C(=O)O)c(=O)c2cc(F)c(N3CCN(S(=O)(=O)c4ccc(NC(C)=O)cc4)CC3)cc21	15.3	104.1	-1.5	106.5	100.2	101.2	0.0	95.7
Cc1cccc(C(=O)Nc2ccccc2NC(=O)c2cccc(C)c2)c1	5.0	103.5	-6.2	100.2	93.0	96.8	1.0	83.8
COC(=O)CNC(=O)COC(=O)c1ccc(OC)c([N+](=O)[O-])c1	1.4	90.6	-0.2	92.2	93.8	84.7	3.0	95.4

Compound activity (PubChem)
